From PubChem BioAssay
FUS suppressor = rescues growth of FUS-expressing yeast; AID 1347120; 0.24% of 390,000 active; S. cerevisiae FUS-expressing, growth rescue, OD600, 24 h; Potency, µM (series often up to 76.6 µM), for inactives: at the top dose growth rescue (activation), hits mostly activators;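 further: potency means the concentration at half of the fitted maximal effect; plate controls were DMSO vehicle for no effect and reference control for full effect; nearly all actives have a fitted effect of over 55% in size; some results filed as inactive show a strong effect at the top dose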
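FUS-expressing yeast, raffinose-pregrown, induced in 2% galactose minimal medium at OD 0.005; compounds in a dilution series, 24hr at 30C. Growth restoration read as absorbance at 600 nm. CP55940 positive control, DMSO negative.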
DRD3 agonist = D3 dopamine receptor (human) agonism; P35462; D3R DiscoveRx beta-arrestin cells, luminescence, 90 min; max activation, %; 0.58% of 410,000 active; AID 652048; in the data active means max activation above about 30%; further: 0% is about no effect; mostly tested at two doses, the higher about 12 µM
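Cells at 1500/well, incubated overnight, then treated with pinned compounds (dopamine as control) for 90 min at 37 degrees C. DiscoveRx reagent added for 30 - 60 minutes at room temperature; luminescence read.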
Abeta yeast res = A-beta toxicity reversal in yeast; 0.063% of 410,000 active; Potency, µM (titrated, usually from 46.1 µM), without a hit: top-dose growth rescue, usual class: activators; yeast expressing A-beta42, growth rescue, OD600, 48 h; response scale: 0% DMSO, 100% iron-clioquinol control; AID 1347071; further: potency means the concentration at half of the fitted maximal effect; nearly all actives have a fitted effect of over 55% in size
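Growth rescue measured by 600 nm absorbance after 48 h yeast culture at 30 C with compound. Values normalized between DMSO and an equimolar ferric chloride plus clioquinol control.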
EPAC2 antag = EPAC2 (human) antagonism; AID 720708; EPAC2 GEF exchange of Rap1B-BODIPY-GDP, fluorescence; 0.18% of 360,000 active; Q8WZA2; Potency, µM (highest dose often 114 µM), inactives show at the highest dose activity, negative = inhibition, hits mostly inhibitors; further: potency means the concentration at half of the fitted maximal effect; on the % scale 0 is the no-effect control and ±100 the full control effect; nearly all actives have a fitted effect of over 45% in size; many of its hits are not listed in these tables
Target sequence (Q8WZA2 whole entry, looked up): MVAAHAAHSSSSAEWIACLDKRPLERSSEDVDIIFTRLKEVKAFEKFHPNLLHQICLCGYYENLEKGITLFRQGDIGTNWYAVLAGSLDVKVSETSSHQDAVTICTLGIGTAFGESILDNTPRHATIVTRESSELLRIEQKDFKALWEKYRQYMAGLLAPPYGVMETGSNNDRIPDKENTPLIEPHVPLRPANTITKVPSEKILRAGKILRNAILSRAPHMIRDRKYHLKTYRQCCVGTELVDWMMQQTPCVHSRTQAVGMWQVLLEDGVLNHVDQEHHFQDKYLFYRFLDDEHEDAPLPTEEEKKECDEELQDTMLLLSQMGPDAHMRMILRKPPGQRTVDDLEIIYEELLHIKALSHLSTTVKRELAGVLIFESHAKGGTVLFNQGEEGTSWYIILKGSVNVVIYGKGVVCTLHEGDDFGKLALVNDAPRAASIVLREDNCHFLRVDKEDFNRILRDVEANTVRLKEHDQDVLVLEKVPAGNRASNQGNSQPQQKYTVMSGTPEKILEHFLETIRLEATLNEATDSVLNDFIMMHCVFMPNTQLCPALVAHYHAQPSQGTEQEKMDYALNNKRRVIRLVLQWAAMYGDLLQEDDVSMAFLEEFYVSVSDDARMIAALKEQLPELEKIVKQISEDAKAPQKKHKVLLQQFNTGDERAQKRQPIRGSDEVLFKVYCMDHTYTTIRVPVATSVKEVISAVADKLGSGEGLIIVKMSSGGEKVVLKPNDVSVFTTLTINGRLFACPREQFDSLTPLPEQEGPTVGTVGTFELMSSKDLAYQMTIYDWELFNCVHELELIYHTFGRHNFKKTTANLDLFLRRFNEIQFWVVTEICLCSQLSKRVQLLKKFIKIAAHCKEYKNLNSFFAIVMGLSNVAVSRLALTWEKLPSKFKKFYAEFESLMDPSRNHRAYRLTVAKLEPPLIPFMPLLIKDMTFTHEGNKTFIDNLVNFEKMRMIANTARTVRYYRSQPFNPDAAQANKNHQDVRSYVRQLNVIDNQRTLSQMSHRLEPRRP
aSyn yeast inh = alpha-synuclein toxicity inhibition in yeast | 0.14% of 370,000 active | Potency, µM (doses to about 46.1 µM), inactives show top-dose growth rescue (activation), most hits filed as activators | Yeast expressing alpha-synuclein, growth rescue, BacTiter-Glo, 24 h | AID 652106; further: potency means the concentration at half of the fitted maximal effect; % of control where 0% means no effect; nearly all actives have a fitted effect of over 65% in size
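Galactose-induced alpha-syn yeast (OD600=0.02, raffinose-pregrown) + pinned cpd, 24 hr, 30 deg C; growth by BacTiter-Glo luminescence. Growth restoration scores as activation.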
DRD3 antagonist = blocks the human D3 dopamine receptor. P35462. D3R cells, DiscoveRx beta-arrestin luminescence, antagonist mode; stronger effect = lower value. max response, negative = inhibition, %. 2.5% of 360,000 active. AID 652054; in the data active means max response below about -50%; inconclusive means no clear call, values can overlap the other calls; further: on the % scale 0 is the no-effect control and ±100 the full control effect; mostly tested at two doses, the higher about 12 µM
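Cells plated overnight at 1500 cells/well, then exposed to library compounds with dopamine controls for 90 minutes at 37 degrees C. DiscoveRx reagent added for 30–60 minutes at room temperature; luminescence read, quantitative HTS format.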
EPAC2 agonist = agonists of human EPAC2 (RAPGEF4); Q8WZA2; EPAC2 activation, biochemical qHTS; response scale: 100% = 6.5 mM cAMP response; Potency, µM (series often up to 154 µM), without a hit: at the highest dose activation, most hits filed as activators; 0.079% of 360,000 active; further: potency means the concentration at half of the fitted maximal effect; nearly all actives have a fitted effect of over 50% in size
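EPAC2 (100 nM) mixed with Rap1B loaded with BODIPY-GDP (250 nM) plus 50 uM unlabeled GDP; compounds pinned in, 5 min RT, then read every 5 min for 30 min (ex 480, em 540 nm). Normalized to cAMP control.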
TDP43 rescue = inhibitors of TDP-43 toxicity in yeast; 1.8% of 410,000 active; Potency, µM (top dose mostly 46.1 µM), inactives show at the highest dose growth rescue (activation), usual class: activators; AID 652104; TDP-43 expressing yeast growth rescue, BacTiter-Glo, 24 h; further: potency means the concentration at half of the fitted maximal effect; % of control where 0% means no effect; nearly all actives have a fitted effect of over 50% in size
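Cell-based yeast growth screen: TDP-43 expression induced in galactose, inoculum OD600=0.02 after raffinose pregrowth to mid-log. Read-out BacTiter-Glo luminescence at 24 hr, 30 deg C; inhibition of toxicity seen as signal increase.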
Active calls of the source: *; ? = inconclusive; nt = not tested or not shown; & = joins results of further samples; [ ] = dose if it differs, or a comment. Unless noted, the call rests on the fitted dose curve; in most records, active means well fitted curve in the direction sought with a large enough effect; inconclusive means small, poorly fitted or top-dose-only effect, or another doubt; inactive means no such curve, though single readings can be large; an effect the other way counts as inactive or inconclusive.

SMILES	FUS suppressor	DRD3 agonist	Abeta yeast res	EPAC2 antag	aSyn yeast inh	DRD3 antagonist	EPAC2 agonist	TDP43 rescue
CC(OCC(O)CN(C)Cc1nc2ccccc2c(=O)[nH]1)c1ccc(Cl)cc1 (stereo unspecified)	-11%	-2	-12%	-4%	-10%	-7	1%	-17%
CCSc1ncc(Cl)c(C(=O)Nc2cc(C)ccc2C)n1	-22%&-4%	-1&7	11%&-1%	13%	1%	-2	6%	13%&19%
Cc1c(C)c2ccc(O[C@@H]3O[C@H](CO)[C@H](O)[C@H](O)[C@H]3O)c(C)c2oc1=O	13%	15	-17%	-2%	-2%	40	7%	-10%
COc1ccc(C(C)=O)cc1CC1(C)C(=O)Nc2ccc(OC(F)(F)F)cc21 (stereo unspecified)	?	-9	-18%	-14%	-17%	?	3%	-18%
O=C(COC(=O)CCCN1C(=O)c2cccc3cccc(c23)C1=O)Nc1cccc(Br)c1	nt	0	-5%	-6%	-9%	-15	3%	-9%
COc1ccc(NC(=O)CN(C)C(=O)CN2C(=O)NC3(CCCCC3)C2=O)cc1	-3%	0	1%	5%	-2%	-14	17%	1%
O=S(=O)(c1ccc(Br)cc1)c1nnn2c1nc(Nc1cccc(C(F)(F)F)c1)c1sccc12	-4%	-8	-10%	nt	nt	nt	nt	2%
O=C1C2=C(Nc3ccccc3SC2c2ccc(C(F)(F)F)cc2)c2ccccc21 (stereo unspecified)	6%	0	-55%[inhibitor]	nt	nt	nt	nt	-6%
CC(=O)c1ccc(S(=O)(=O)Nc2cccc(S(=O)(=O)NC3=NCCC3)c2)cc1	nt	0	4%	4%	0%	1	1%	23%
CC(=O)c1c(C)[nH]c(-c2ccccc2)c1C	8%	-13	11%	0%	-4%	-19	8%	23%
Cc1ccccc1OC(C)C(=O)NCCCN1CCOCC1 (stereo unspecified)	-18%	2	9%	1%	-10%	-3	5%	9%
N/C(=N\OC(=O)CCc1ccccc1)c1ccc(Cl)cc1	-8%	-6	-8%	-2%	-17%	14	9%	?
CCSc1nnc(NC(=O)CC(C)C)s1	-38%	1	17%	-2%	15%	-10	7%	24%
CC(C)=CC(=O)NCc1c(Cl)cccc1-n1cccc1	13%	-18	14%	-5%	7%	-8	2%	3%
COc1ccccc1/C=C/C(=O)OCC(=O)Nc1ccc2c(c1)OCCO2	4%	1	-12%	16%	3%	8	17%	-3%

Random excerpt: 2 compounds from above, in no set order.
SMILES	FUS suppressor	DRD3 agonist	Abeta yeast res	EPAC2 antag	aSyn yeast inh	DRD3 antagonist	EPAC2 agonist	TDP43 rescue
O=C(COC(=O)CCCN1C(=O)c2cccc3cccc(c23)C1=O)Nc1cccc(Br)c1	nt	0	-5%	-6%	-9%	-15	3%	-9%
CC(=O)c1c(C)[nH]c(-c2ccccc2)c1C	8%	-13	11%	0%	-4%	-19	8%	23%

Remaining list, next part.
SMILES	FUS suppressor	DRD3 agonist	Abeta yeast res	EPAC2 antag	aSyn yeast inh	DRD3 antagonist	EPAC2 agonist	TDP43 rescue
Cc1cccc(/C=C/c2nc3ccccc3c(=O)n2Cc2ccccc2)c1	12%	-2	-20%	-6%	12%	-11	4%	19%
CCc1cc(C(=O)OC)c(NC(=O)c2ccoc2C)s1	5%	0	-5%	-1%	3%	21	4%	21%
COc1ccc(-c2onc(C)c2C)cc1S(=O)(=O)N1CCC(C)CC1	?	11	7%	nt	nt	nt	nt	7%
CC(Sc1ccc(Cl)cc1)C(=O)Nc1ccc(S(=O)(=O)N2CCOCC2)cc1 (stereo unspecified)	32%	-2	17%	-6%	23%	-19	5%	24%
CCCCOc1cccc(C(=O)Nc2cc3nn(-c4ccc(F)cc4)nc3cc2C)c1	-22%	18	5%	nt	nt	nt	nt	20%
CCN1C(=O)[C@H]2[C@@H](c3ccc(-c4ccc(F)cc4)c(OC)c3)N3CCCC[C@@]3(C(=O)OC)[C@H]2C1=O	?	-4	2%	5%	13%	-8	3%	?
COc1ccc(-c2csc(N(CCCN(C)C)C(=O)c3ccc(Br)cc3)n2)cc1	19%	-13	-7%	10%	-3%	-28	15%	-4%
Cc1ccc(NC(=O)CSCc2c(C)noc2C)cc1C	9%	-8	1%	-2%	11%	0	7%	-8%
COc1cc(S(=O)(=O)n2ccc(C)n2)c(C)cc1C	-25%	1	5%	-17%	3%	18	9%	22%
CCOC(=O)CN(C(=O)CNC(=O)c1ccco1)C(C(=O)NC1CCCCC1)c1cccc(OC)c1 (stereo unspecified)	16%	1	-2%	11%	-4%	6	-8%	-7%
Nc1nc(COC(=O)c2ccco2)nc(Nc2ccccc2)n1	-6%	3	1%	-8%	2%	-2	-4%	?
Cc1ccc(S(=O)(=O)N2CCCCC2)cc1C(=O)N(C)CCOc1ccccc1	12%	0	-14%	-6%	-1%	-9	10%	11%
COc1ccc(NC(=O)CSc2nnc(NC(=O)CN3CCOCC3)s2)cc1	5%	-1	-7%	16%	-3%	7	-3%	-11%
Fc1cccc(Nc2nc(-c3ccncc3)nc3ccccc23)c1	6%	-4	11%	nt	-9%	9	nt	16%
CCc1nnc2sc(-c3ccc(NC(=O)c4ccc5c(c4)OCCO5)cc3)nn12	16%	4	10%	1%[57.1 µM]	-4%	84	2%	-15%

Molecules from the list above that contain four or more nitrogen atoms (7):
SMILES	FUS suppressor	DRD3 agonist	Abeta yeast res	EPAC2 antag	aSyn yeast inh	DRD3 antagonist	EPAC2 agonist	TDP43 rescue
COc1ccc(NC(=O)CN(C)C(=O)CN2C(=O)NC3(CCCCC3)C2=O)cc1	-3%	0	1%	5%	-2%	-14	17%	1%
O=S(=O)(c1ccc(Br)cc1)c1nnn2c1nc(Nc1cccc(C(F)(F)F)c1)c1sccc12	-4%	-8	-10%	nt	nt	nt	nt	2%
CCCCOc1cccc(C(=O)Nc2cc3nn(-c4ccc(F)cc4)nc3cc2C)c1	-22%	18	5%	nt	nt	nt	nt	20%
Nc1nc(COC(=O)c2ccco2)nc(Nc2ccccc2)n1	-6%	3	1%	-8%	2%	-2	-4%	?
COc1ccc(NC(=O)CSc2nnc(NC(=O)CN3CCOCC3)s2)cc1	5%	-1	-7%	16%	-3%	7	-3%	-11%
Fc1cccc(Nc2nc(-c3ccncc3)nc3ccccc23)c1	6%	-4	11%	nt	-9%	9	nt	16%
CCc1nnc2sc(-c3ccc(NC(=O)c4ccc5c(c4)OCCO5)cc3)nn12	16%	4	10%	1%[57.1 µM]	-4%	84	2%	-15%

Next structures follow.
SMILES	FUS suppressor	DRD3 agonist	Abeta yeast res	EPAC2 antag	aSyn yeast inh	DRD3 antagonist	EPAC2 agonist	TDP43 rescue
CCOC(=O)C1(Cc2ccccc2)CCCN(Cc2ccncc2)C1 (stereo unspecified)	17%	3	2%	-3%	2%	8	0%	8%
CCN1C2=C(C(=O)CCC2)C(c2ccc(O)cc2)C2=C1CCCC2=O	12%	2	15%	9%	5%	21	-1%	0%
COC(=O)c1ccccc1NC(=O)c1cc(OC)cc(OC)c1	-4%	3	7%	-8%	-1%	21	20%	16%
Cc1cccc(CSc2ccc(S(=O)(=O)N3CCCC3)cn2)c1	25%	1	-8%	1%	10%	-4	17%	36%
O=C(CSc1nc(C2CC2)nc2ccccc12)Nc1ccccc1	11%	-10	-11%	0%	6%	-7	6%	-25%
O=C(CCn1cccn1)Nc1ccc(-c2ccno2)cc1	-15%	7	nt	5%	1%	7	7%	14%
O=C(Nc1ccc2[nH]c(=S)sc2c1)c1ccccc1	10%	-1	6%	-4%	1%	-12	5%	8%
O=S1(=O)CCC(NC(=S)Nc2ccc3ccccc3c2)C1 (stereo unspecified)	-3%	-5	5%	0%	0%	-25	4%	-17%[1.82 µM]
NC(=O)c1ccsc1NC(=O)COC(=O)Cc1ccc(F)cc1	2%	4	-5%	-5%	?	20	-1%	28%
Cc1ccc(-n2c(C)cc(C(=O)CN3CCCCC3)c2C)cc1	9%	-1	6%	14%	1%	8	-5%	14%
COCCNC(=O)c1cc2c(c(-c3cccc(-c4cc5ccccc5o4)c3)n1)[C@@H](CCO)N(S(=O)C(C)(C)C)C2 (stereo partly specified)	23%	4	-5%	4%	-10%	30	4%	9%
Cc1cc(C)nc(NS(=O)(=O)c2ccc(NC(=O)C3(c4ccc([N+](=O)[O-])cc4)CCCC3)cc2)n1	?	-2	1%	-4%	1%	0	-10%	18%
Cc1cc(C)n(-c2ccc(Cl)c(C(=O)OCC(N)=O)n2)n1	1%	-28	-5%	14%	1%	12	0%	-22%
CCOC(=O)C1CCCN(C(=O)c2sc3nc(-c4ccc(OC)cc4)cn3c2C)C1 (stereo unspecified)	?	1	23%	-1%	nt	35	9%	11µM*
Cc1ccc(S(=O)(=O)Nc2cccc(C(=O)NCC(c3ccc(F)cc3)N3CCOCC3)c2)cc1 (stereo unspecified)	19%	-10	3%	-16%	-6%	-20	7%	11%

Look-ups from above.
Abeta yeast res result of Cc1cccc(CSc2ccc(S(=O)(=O)N3CCCC3)cn2)c1 is entered as -8%
Abeta yeast res result of Cc1cc(C)nc(NS(=O)(=O)c2ccc(NC(=O)C3(c4ccc([N+](=O)[O-])cc4)CCCC3)cc2)n1 is entered as 1%
DRD3 agonist result of O=C(CCn1cccn1)Nc1ccc(-c2ccno2)cc1 is entered as 7
TDP43 rescue result of Cc1ccc(S(=O)(=O)Nc2cccc(C(=O)NCC(c3ccc(F)cc3)N3CCOCC3)c2)cc1 (stereo unspecified) is entered as 11%

Later entries
SMILES	FUS suppressor	DRD3 agonist	Abeta yeast res	EPAC2 antag	aSyn yeast inh	DRD3 antagonist	EPAC2 agonist	TDP43 rescue
CCOC(=O)c1c(NC(=O)C2CCCN2S(=O)(=O)c2cccc3nsnc23)sc(C)c1C (stereo unspecified)	-2%	2	2%	14%	-3%	-15	11%	-15%
O=C(CNCC1CCCO1)Nc1ccc(N2CCCCCC2)cc1 (stereo unspecified)	24%	-10	-13%	8%	-1%	-21	-10%	-16%
CCCCc1c(-c2ccccc2OC)ncn1CCc1ccccc1Cl	21%	-1	3%	?	-17%	1	10%	9%
CCCCCCn1c(C)nc2c(c1=O)c1nc3ccccc3nc1n2/N=C/c1ccco1	21%	0	9%	4%	-4%	-4	-11%	11%
CC(=O)N1CC2(C)CN(C(C)=O)CC(C)(C1)C2=O	15%	1	-5%	-2%	-2%	5	-14%	-2%

The list is partial. The share of hits here may be higher or lower than overall.
